Screening results: PubChem BioAssay, National Center for Advancing Translational Sciences (NCATS)
DT40 TDP1 CPT – qHTS for Inhibitors of human tyrosyl-DNA phosphodiesterase 1 (TDP1): qHTS in cells in presence of CPT | chicken DT40 Tdp1-/-;hTDP1 cells + 20 nM CPT, ATP luminescence, 48 h | Potency, µM (doses to about 46.2 µM), inactives show top-dose activity change, negative = growth inhibition, usual class: inhibitors | 420,000 compounds, 12% hits | AID 686979, 2013; further: nearly all actives have a fitted effect of over 55% in size
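Cell growth measured by CellTiter-Glo luminescence after a minimum 48 h, 37 C compound exposure with 20 nM CPT in Tdp1-knockout DT40 cells stably expressing hTDP1, seeded 400/well; qHTS titration format.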
TDP1 cell noCPT – qHTS for Inhibitors of human tyrosyl-DNA phosphodiesterase 1 (TDP1): qHTS in cells in absence of CPT. AID 686978, 2013. Potency, µM (series often up to 46.2 µM), without a hit: top-dose activity change, negative = growth inhibition, hits mostly inhibitors. DT40 Tdp1-/- hTDP1 cells, no CPT, ATP luminescence, 48 h. 420,000 compounds, 15% hits; further: nearly all actives have a fitted effect of over 55% in size
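Growth of hTDP1-complemented DT40 Tdp1-knockout cells is measured by ATP luminescence after at least 48 hr compound exposure at 37 °C, with DMSO substituting for the 20 nM CPT used in the parallel screen.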
TDP1 block – qHTS Assay for Inhibitors of Tyrosyl-DNA Phosphodiesterase (TDP1); Tyrosyl-DNA phosphodiesterase 1 (Homo sapiens), Q9NUW8; Potency, µM (doses to about 130 µM), inactives show top-dose activity change, negative = inhibition, hits mostly inhibitors; recombinant TDP1, AlphaScreen DNA substrate cleavage; 350,000 compounds, 0.28% hits; AID 485290, 2010; further: nearly all actives have a fitted effect of over 40% in size
Target sequence (Q9NUW8 whole entry, looked up): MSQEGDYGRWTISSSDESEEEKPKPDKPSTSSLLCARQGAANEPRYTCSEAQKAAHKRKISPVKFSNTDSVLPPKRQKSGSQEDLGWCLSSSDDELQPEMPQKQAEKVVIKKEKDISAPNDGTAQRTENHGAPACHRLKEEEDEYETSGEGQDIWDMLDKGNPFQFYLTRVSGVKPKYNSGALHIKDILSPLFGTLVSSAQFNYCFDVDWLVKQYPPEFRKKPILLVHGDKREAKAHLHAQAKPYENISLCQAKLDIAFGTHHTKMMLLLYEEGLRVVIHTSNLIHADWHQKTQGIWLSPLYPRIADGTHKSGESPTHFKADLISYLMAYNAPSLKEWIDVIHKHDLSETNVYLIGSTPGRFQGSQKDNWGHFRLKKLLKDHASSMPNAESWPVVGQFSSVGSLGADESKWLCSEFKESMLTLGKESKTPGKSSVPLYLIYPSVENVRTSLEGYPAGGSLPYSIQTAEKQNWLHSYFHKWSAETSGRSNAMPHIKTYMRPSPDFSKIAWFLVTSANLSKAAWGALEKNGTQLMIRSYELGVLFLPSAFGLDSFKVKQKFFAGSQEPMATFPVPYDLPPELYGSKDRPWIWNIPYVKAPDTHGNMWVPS
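Tdp1 1 nM final; 15 min RT w/ cpd; substrate 15 nM, 5 min; beads 10 ug/ml, 10 min; AlphaScreen read. Neg ctrl: no enzyme.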
The depositor's hits bear a star; ? = inconclusive; . = no result given; & = joins results of further samples; [ ] = remark or other dose. The call rests on the fitted dose curve; in most records, active means well fitted curve in the direction sought with a large enough effect; inconclusive means small, poorly fitted or top-dose-only effect, or another doubt; inactive means no such curve, though single readings can be large; an effect the other way counts as inactive or inconclusive. On the % scale 0 is the no-effect control and ±100 the full control effect; potency means the concentration at half of the fitted maximal effect. This is a random part of the collection. About 18% of those tested had a hit in this group.

1. CCSc1nc(O)c(C2OC(=O)c3c2ccc(OC)c3OC)c(=O)n1CC (stereo not given)
2. CCS(=O)(=O)N1CCCC(C(=O)NC2CCCCC2C)C1 (stereo not given)
3. Cc1ccc(NC(=O)C(=O)NCC(c2cccnc2)N2CCOCC2)cc1Cl (stereo not given)
4. CCn1cc(C(=O)Nc2ncccc2O)c(=O)c2cc(F)c(N3CCN(C(=O)c4ccco4)CC3)cc21
5. O=C(O)Cc1c(C(=O)O)nnn1-c1ccc(Cl)cc1Cl
6. O=C(Nn1c(C2CCC2)nc2ccccc2c1=O)c1cccs1
7. COc1ccc(CN(C(=O)c2cc(=O)c3cc(C)cc(C)c3o2)C2CCS(=O)(=O)C2)cc1 (stereo not given)
8. COc1ccc(CN(CC(=O)NCc2ccccc2)C(=O)CCC(=O)Nc2cc(C)ccn2)cc1
9. COCCNc1cc(-c2ccccc2C)ncn1
10. CC(=O)Nc1ccc(S(=O)(=O)N2CCC(n3c(C(F)(F)F)nc4cccnc43)CC2)cc1
entry no.	1	2	3	4	5	6	7	8	9	10
TDP1 cell noCPT	-9%	-5%	?	8.2µM*	26%	-9%	?	?	31%[activator]	?
DT40 TDP1 CPT	-20%	-10%	?	13µM*	-2%	-8%	-18%	-13%	8%	?
TDP1 block	-1%	2%	1%	-7%	1%	1%	3%	.	.	8%

11. Cc1ccc(N2CCN(C(=O)c3nn(C)c4c3CS(=O)(=O)c3ccccc3-4)CC2)c(C)c1
12. CCOC(=O)c1ccc2ncc(C(=O)OCC)c(NCCc3ccc(OC)c(OC)c3)c2c1
13. CCC(=O)Nc1ccc(S(=O)(=O)Nc2cc(C)on2)cc1
14. COCCCNC(=O)c1c[nH]c2ccc(S(=O)(=O)N3CCC4(CC3)OCCO4)cc2c1=O
15. O=C(CN1CCN(C(=O)c2c(F)cccc2F)CC1)Nc1ccccc1F
16. O=C(CSc1nn(-c2ccc(F)cc2)c(=S)s1)NC(=O)NCc1ccco1
17. COCC1CCN(C(=O)c2ccc3nc(Cc4cccc(Cl)c4)oc3c2)CC1
18. O=C(O)CCC(=O)Nc1ccc(SSc2ccc(NC(=O)CCC(=O)O)cc2)cc1
19. COc1cccc(-c2ccc(NC(=O)C3CCCN(Cc4ccccn4)C3)cc2)c1 (stereo not given)
20. Cc1ccc(C2=NC3(CCCCCC3)NC2=S)cc1
entry no.	11	12	13	14	15	16	17	18	19	20
TDP1 cell noCPT	21µM*	15µM*	0%	4%	4%	-3%	18µM*	-1%	?	-4%
DT40 TDP1 CPT	18µM*	26µM*	-12%	2%	12%	-26%	21µM*	9%	?	26%
TDP1 block	5%&3%	.	3%	-3%	2%	8%	.	.	.	5%

21. CCOC(=O)C1(CC2CC2)CCN(Cc2cnc(-c3ccc(OC)cc3)nc2)CC1
22. COc1ccc2c(c1)C1=C(CC2)C(c2ccc(C)cc2)NC(=S)N1 (stereo not given)
23. N/C(=N\OC(=O)Nc1ccc(Cl)cc1)c1ncc(C(F)(F)F)cc1Cl
24. CC(=O)NCCNS(=O)(=O)c1ccc(C)c([N+](=O)[O-])c1
25. O=C(C[n+]1cccc(NC(=O)c2ccccc2)c1)c1ccccc1
26. O=Nc1c2ccc[nH]c-2c2ccc([N+](=O)[O-])cc12
27. O=C(Oc1ccc(N(Cc2cccs2)C2=NS(=O)(=O)c3ccccc32)cc1)c1ccccc1
28. CC(=O)N1CCN(C(=S)NC(=O)c2ccc(S(=O)(=O)N3CCOCC3)cc2)CC1
29. Cc1ccc(S(=O)(=O)Oc2ccccc2/C=N/N=C(N)N)cc1
30. Cc1ccc2c(c1)[C@@H]1CN(C)CC[C@@H]1N2S(=O)(=O)c1ccc(F)cc1
entry no.	21	22	23	24	25	26	27	28	29	30
TDP1 cell noCPT	16µM*	?	-27%	3%	?	?	23µM*	0%	18µM*	?
DT40 TDP1 CPT	?	?	-15%	5%	-1%	-10%	?	-5%	?	?
TDP1 block	.	9%	0%	3%	5%	2%	0%	3%	10%	2%

In another format: two of the compounds above
Every second line gives: TDP1 cell noCPT, DT40 TDP1 CPT, TDP1 block
#21 CCOC(=O)C1(CC2CC2)CCN(Cc2cnc(-c3ccc(OC)cc3)nc2)CC1
    16µM*, ?, .
#22 COc1ccc2c(c1)C1=C(CC2)C(c2ccc(C)cc2)NC(=S)N1 (stereo not given)
    ?, ?, 9%

New compounds follow
31. S=c1nc(C2COc3ccccc3O2)[nH][nH]1 (stereo not given)
32. CCc1nnc(NC(=O)CSc2nc(-c3ccc(OC)cc3)ns2)s1
33. COCCN1CC(C(=O)NCc2ncccc2C)CCC1=O (stereo not given)
34. O=C(Nc1ccc(F)cc1)c1nc[nH]c1C(=O)Nc1ccc([N+](=O)[O-])cc1
35. COc1cc(OC)cc(C(=O)N[C@H](C(=O)Nc2nc3ccc(S(C)(=O)=O)cc3s2)C(C)C)c1
36. CSCC(CO)NS(=O)(=O)c1ccc(C)cc1 (stereo not given)
37. COC(=O)c1sc(NC(=O)c2ccc(OC)cc2OC)nc1C
38. O=C(NCCCN1CCN(c2ccc(F)cc2)CC1)c1ccc2nc(CCc3ccccc3)oc2c1
39. O=C(c1cccc(S(=O)(=O)Nc2ccc(Br)cc2)c1)N1CCC1
40. C/C(=N/NC(=O)Cn1nc2ccccc2n1)c1ccc(F)cc1
entry no.	31	32	33	34	35	36	37	38	39	40
TDP1 cell noCPT	-17%	-16%	14%	15µM*	14%	-9%	-22%	?	-15%	-12%
DT40 TDP1 CPT	-4%	-10%	4%	?	-3%	2%	-16%	?	-24%	-17%
TDP1 block	8%	0%	5%	3%	5%	5%	.	3%	5%	7%

41. COC(=O)c1ccc([N+](=O)[O-])c(CS(=O)(=O)c2ccc(Cl)cc2)c1
42. O=C(NCc1nnnn1-c1ccc(F)cc1)C(=O)c1c[nH]c2ccccc12
43. CCOc1ccc(/C=C/c2nc(C#N)c(N3CCN(c4ccccc4)CC3)o2)cc1
44. O=C(COC(=O)C1CCCN1C(=O)C12CC3CC(CC(C3)C1)C2)c1ccc(Br)cc1 (stereo not given)
45. COc1ccc(C(=O)CSc2nnc(CNC(=O)c3ccc(S(=O)(=O)N(C)C)cc3)o2)cc1
46. O=C1NC[C@H](CCCCN2C[C@H](Cc3ccc(O)cc3)N(CCc3ccc(O)cc3)C(=O)C2=O)N(CCc2ccc(O)cc2)C1=O
47. O=C(c1ccco1)N1CCN(Cc2nc3cc(Cl)ccc3c(=O)[nH]2)CC1
48. C#CCOCCOCCOCCNc1nc(N2CCOCC2)nc(N2CCN(C(=O)CCCCCCCCCCNC(=O)[C@@H](CCC(=O)O)n3cc(CCCCCN)nn3)CC2)n1
49. O=C(Nc1ccc(Oc2cccnc2)nc1)c1ccc(C(F)(F)F)cc1
50. COc1ccc(NC(=O)Nc2ccc(F)cc2F)cc1
entry no.	41	42	43	44	45	46	47	48	49	50
TDP1 cell noCPT	7%	?	-14%	?	-22%	1%	-26%	13%	15µM*	5.8µM*
DT40 TDP1 CPT	-8%	-21%	?	?	-17%	7%	-12%	2%	?	9.2µM*
TDP1 block	.	.	5%	0%	2%	.	2%	3%	7%	3%

51. CC(C)c1ccc2oc(-c3cc(N)ccc3O)nc2c1
52. Cc1nc2c(n1O)CCC/C2=N\O
53. CCOC(=O)C1=C(C)N(C)C(=O)NC1c1cc2c(cc1Br)OCO2 (stereo not given)
54. O=C(O)c1cccc(-c2csc(C(O)(c3ccccc3)C(F)(F)F)n2)c1 (stereo not given)
55. COc1ccc(OC)c(/C=C/C(=O)NC2=NCCS2)c1
56. O=C1NC[C@H](Cc2ccc(O)cc2)N(C[C@@H]2CCCN2C[C@H](Cc2ccccc2)N2C[C@H](Cc3ccccc3)N(CC3CCCCC3)C(=O)C2=O)C1=O
57. COc1cc2ccccc2cc1C(=O)N/N=C/c1cccnc1
58. COc1cn(-c2ccccc2)nc1C(=O)OCC(=O)Nc1ccc(C)c(C)c1
59. CCOCCCNC(=O)C1(O)c2cc(Br)ccc2NC(=O)N1c1ccc(C)c(C)c1 (stereo not given)
60. CC(Nc1ccc(Br)cc1)C(=O)Nc1cccc(S(=O)(=O)N2CCOCC2)c1 (stereo not given)
entry no.	51	52	53	54	55	56	57	58	59	60
TDP1 cell noCPT	?	-7%	-10%	-6%	-25%	?	?	0%	10%	?
DT40 TDP1 CPT	?	-13%	-21%	2%	0%	?	15µM*	12%	10%	?
TDP1 block	12%	5%	6%	.	-1%	.	3%	-6%[56.1 µM]	.	0%

61. COc1ccc(CCNC(=O)CCC(=O)N2CCOc3ccc(C)cc32)cc1OC
62. Cc1ccc(C(=O)OCC(=O)N2c3ccccc3NC(=O)C2(C)C)cc1S(=O)(=O)N1CCCCC1
63. Cc1ccc(S(=O)(=O)N2CCOCC2)cc1NC(=O)COC(=O)CNC(=O)c1ccc(Cl)cc1Cl
64. CN(C)c1ccc(C=O)c(Cl)c1
65. Cc1cc(C)n2nc(N)c(N=Nc3cccc(Cl)c3)c2n1
66. Cc1cc(C)nc(NC(=NCCc2c[nH]c3ccccc23)NC(=O)Nc2ccccc2)n1
67. COc1ccc(NC(=O)Nc2c(C)noc2-c2ccccc2)cc1
68. COc1ccc(C(C)=O)cc1COC(=O)c1c(C)nn(-c2ccccc2)c1C
69. CC(C)COc1ccc(C(=O)Nc2cc(S(=O)(=O)N3CCOCC3)ccc2N2CCCC2)cc1
70. O=S(=O)(Nc1ncnc2scc(-c3ccc(F)cc3)c12)c1cc(F)ccc1F
entry no.	61	62	63	64	65	66	67	68	69	70
TDP1 cell noCPT	?	15µM*	8%	0%	?	18µM*	?	?	26µM*	29µM*
DT40 TDP1 CPT	-16%	?	1%	4%	2%	?	?	?	16µM*	?
TDP1 block	.	-7%	4%	.	5%	8%	-3%	.	0%	5%

4 of these compounds, set out differently.
57. COc1cc2ccccc2cc1C(=O)N/N=C/c1cccnc1
- TDP1 cell noCPT: ?
- DT40 TDP1 CPT: 15µM*
- TDP1 block: 3%
58. COc1cn(-c2ccccc2)nc1C(=O)OCC(=O)Nc1ccc(C)c(C)c1
- TDP1 cell noCPT: 0%
- DT40 TDP1 CPT: 12%
- TDP1 block: -6%[56.1 µM]
59. CCOCCCNC(=O)C1(O)c2cc(Br)ccc2NC(=O)N1c1ccc(C)c(C)c1 (stereo not given)
- TDP1 cell noCPT: 10%
- DT40 TDP1 CPT: 10%
- TDP1 block: .
60. CC(Nc1ccc(Br)cc1)C(=O)Nc1cccc(S(=O)(=O)N2CCOCC2)c1 (stereo not given)
- TDP1 cell noCPT: ?
- DT40 TDP1 CPT: ?
- TDP1 block: 0%

Other entries:
71. Cc1ccc(CN2Cc3cccc4c3[C@@H](CC2=O)[C@H](O)[C@H](O)C4)cc1
72. COc1cccc(NC(=O)CN(C)C(=O)CCCc2nc3ccccc3c(=O)[nH]2)c1
73. Cc1ccc(NC(=O)CN2C(=O)S/C(=C\c3cc(C)n(-c4ccc(C(=O)O)cc4)c3C)C2=O)cc1
74. C/C=C(\C)NNC(=O)Cc1ccc(OC)cc1
entry no.	71	72	73	74
TDP1 cell noCPT	-7%	17%	4%	1%
DT40 TDP1 CPT	-3%	-24%	2%	-9%
TDP1 block	0%	1%	-10%	.
